Source: PubChem BioAssay
KKLEB cytotox: CF airway cell cytotoxicity counter-screen; KKLEB CF airway cells viability, ATPlite luminescence, overnight; hits give low values; cells stimulated with P. aeruginosa culture filtrate; activity change (cytotoxicity), % at 5 µM; 0.36% of 360,000 active; AID 602141;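 active = corrected activity change at or below -50% at 5 µM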
Peg3 prom inh: Peg3 promoter activity inhibition; HeLa PEG-Prom luciferase reporter, luminescence, overnight; inhibition, % at 20 µM; 1.7% of 360,000 active;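 active = inhibition of at least 50% at 20 µM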
HIF-2a inh: inhibitors of HIF-2a | 786-0 RCC cells HIF-2a reporter, luciferase luminescence, overnight | inhibition, % at 18.8 µM | 0.72% of 360,000 active;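 active = inhibition of the luminescence signal of 40% or more relative to plate controls, in a single-dose primary screen at 18.75 µM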
iPSC survival up: hiPSC single-cell survival enhancement; 0.044% of 360,000 active; AID 602274; survival enhancement, % at 20 µM; ATPlite luminescence; 100% = ROCK inhibitor wells, 0% = DMSO; in the data active = survival enhancement above about 18%;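 also: cells exposed to compounds for 16 hours before the ATP read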
LMP1 NFkB inh: Epstein-Barr LMP1 NF-kappaB reporter inhibition; LMP1-induced NF-kappaB luciferase reporter cells, luminescence; inhibition, % at 12.5 µM; 0.69% of 350,000 active; in the data active = inhibition above about 41%;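 also: 0% = neutral control wells and 100% = reference inhibitor control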
Shn3 inh set2: reduces Shn3 3'UTR luciferase signal in osteoblasts; Clone20 osteoblast Shn3 3'UTR firefly luciferase, 24 h; inhibition, % at 12.5 µM; 0.52% of 360,000 active;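 active = mean inhibition of at least 75% with every replicate also reaching 75%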;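 also: 0% = median of neutral control wells and 100% = pilot-screen positive control compound; some compounds past the cut are filed as inactive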
NR2E3 ag-1: NR2E3 (human) agonism; GST-NR2E3/biotin-RetCOR TR-FRET, 1536-well; 0.12% of 320,000 active; inhibition of corepressor binding, % at 4.78 µM; AID 2300;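 active = percent inhibition above the cutoff of mean plus 3 SD of all tested compounds, set per screening campaign, cut at about 20% in these data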;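 also: 0% = DMSO wells and 100% = biotin wells as full block of FRET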
Target sequence (Q9Y5X4 whole entry, looked up): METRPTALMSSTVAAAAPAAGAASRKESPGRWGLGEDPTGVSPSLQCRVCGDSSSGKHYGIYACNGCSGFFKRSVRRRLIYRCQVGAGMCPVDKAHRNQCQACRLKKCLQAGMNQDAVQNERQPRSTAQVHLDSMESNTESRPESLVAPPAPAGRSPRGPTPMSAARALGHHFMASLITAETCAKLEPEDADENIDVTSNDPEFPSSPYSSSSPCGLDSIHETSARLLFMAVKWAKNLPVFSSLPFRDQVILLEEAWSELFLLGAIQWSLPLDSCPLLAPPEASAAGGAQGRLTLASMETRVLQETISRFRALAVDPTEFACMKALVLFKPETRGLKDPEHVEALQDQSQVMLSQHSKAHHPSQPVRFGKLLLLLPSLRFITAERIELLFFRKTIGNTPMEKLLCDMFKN
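System: GST-NR2E3 and biotin-RetCOR proteins; probe or stimulus: 7 nM biotin-RetCOR; doses: compound at 4.8 µM, single dose; schedule: Compound–protein incubation for 5 h at 4 °C; detection: time-resolved FRET; read-out: percent inhibition; controls: biotin wells as high control, 0.6% DMSO wells as low control; format: 1536-well plates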
MITF TRPM1 inh: inhibitors of MITF-driven TRPM1 promoter in melanoma cells; SK-MEL-5 TRPM1 promoter luciferase, 24 h; inhibition, % at 12.5 µM; 0.83% of 330,000 active; AID 488899;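 active = mean inhibition across replicates of 60% or more, whatever share of single replicates reaches that level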; also: values of inactives mirror those of a sister screen read the other way
TRAIL sens C8: sensitizes caspase-8 expressing cells to TRAIL. NB7+C8 cells + TRAIL, ATPlite viability luminescence. inhibition (viability loss, TRAIL sensitization), % at 10 µM. 1% of 360,000 active;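 active = compounds causing at least 50% loss of cell viability in the single-dose screen, relative to plate controls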
NR2E3 ag-2: agonists of human NR2E3 nuclear receptor; CHO-S Gal4-NCOR/VP16-NR2E3 two-hybrid, luciferase; inhibition of corepressor binding, % at 3.98 µM; 0.35% of 360,000 active; AID 602229;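 active = inhibition above the mean of all tested compounds plus 3 SD, cut at about 70% in these data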;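 also: 0% = DMSO with NR2E3 transfected cells and 100% = cells lacking NR2E3 construct; higher means lower luciferase signal from less NR2E3 corepressor binding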
CF NFkB block: blocks PAF-induced NF-kB reporter in cystic fibrosis cells. inhibition, % at 5 µM. 0.86% of 360,000 active. KKLEB NF-kB-GFP reporter, GFP fluorescence overnight;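 active = at least 50% inhibition at 5 µM, scaled per plate between neutral and stimulator controls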;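 also: PAF is a Pseudomonas aeruginosa culture filtrate used as stimulus; plate controls were PAF-stimulated DMSO wells for no effect and unstimulated DMSO wells for full effect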
An asterisk follows results filed as active; . = not tested or not shown; & = joins results of further samples. This is a subset, so the mix of outcomes need not match the whole.

SMILES	KKLEB cytotox	Peg3 prom inh	HIF-2a inh	iPSC survival up	LMP1 NFkB inh	Shn3 inh set2	NR2E3 ag-1	MITF TRPM1 inh	TRAIL sens C8	NR2E3 ag-2	CF NFkB block
C/C(N)=C(/C#N)C(=O)CSc1n[nH]c(-c2ccccc2Br)n1	2&-14	-100&-87	-147&-140	1.8&-1.3	-11&-6	6&-5	1	-6&-21	-11&-9	-50&-39	-25&10
N#CCSc1nnc(COc2cccc3ccccc23)n1-c1cccc(Cl)c1	-5	10	15	2.8	1	32	1	0	5	-17	12
O=C(NCc1ccc(Cl)c(Cl)c1)c1ccco1	3	4	1	0.3	4	-3	1	-10	14	-7	3
NC(=O)COC(=O)c1ccc(-c2ccccc2)cc1	0	-83	-19	-0.3	-4	-7	-3	-11	-8	-15	0
CN(CCc1ccccc1)C1CCCN(C(=O)Cn2cccn2)C1 (stereo unspecified)	-1	-15	-3	-0.6	-8	-39	-1	2	-23	9	9
COc1ccc(-c2csc(N(CCCN(C)C)C(=O)c3cccs3)n2)cc1	3	2	10	-0.4	-22	4	-2	-22	9	-3	-29
CCN1CCN(C(=O)c2ccccc2N(Cc2ccccc2)S(=O)(=O)c2ccc(OC)cc2)CC1	4	15	11	-0.7	5	35	-4	-25	-8	-8	-17
CCOC(=O)C1=C(c2ccccc2)OC(N)=C(C#N)C1c1ccc(Cl)s1 (stereo unspecified)	0	16	10	0.2	5	2	1	3	0	-2	-2
CCn1ncc(CN2CCN(Cc3ccc(OC)c(C)c3C)C(CCO)C2)c1C (stereo unspecified)	9	5	15	-1.0	7	14	-1	-5	1	-9	4
CCN(CC)CCOC(=O)C1(c2ccccc2)CCOCC1	6	9	10	5.8	2	5	-2	5	-9	-4	10
Cc1nnc(NC(=O)C(C)Sc2nncn2C)s1 (stereo unspecified)	-5	7	11	-2.4	4	-5	-2	6	1	-30	3
Cn1c(SCc2nc(-c3ccc(Cl)cc3)no2)nnc1-c1ccco1	-1	-1	-29	-0.2	12	-8	3	12	3	0	-5
CCCN(CCO)Cc1cccc(Br)c1	0	15	6	-1.1	-6	11	1	2	4	-28	1
S=C(Nc1cccnc1)Nc1ccccn1	-8	-4	-14	1.3	-5	4	2	10	5	4	-7
CCC(c1nnc(SCC(=O)Nc2ccc(S(N)(=O)=O)cc2)n1Cc1ccccc1)N(C)C (stereo unspecified)	8	16	12	-0.4	1	-7	2	16	-6	-4	2
S=c1[nH]nc(-c2cc(-c3ccccc3)n[nH]2)n1/N=C/c1ccc(Cl)c(Cl)c1	13	-2	16	-0.2	-2	10	0	-12	-9	-3	-2
Cc1ccccc1-n1nc2c(c1NC(=O)C(C)(C)C)CS(=O)(=O)C2	-1	-3	13	-0.1	0	-2	-4	5	-17	9	5
Cn1c(-c2ccc(F)cc2)cnc1SCC(=O)N1CCCc2ccccc21	-5	-9	-7	-1.4	-4	23	-3	-18	-2	23	0
Cc1ccc(-n2ncc(-c3n[nH]c(=S)o3)c2N)cc1C	4	-18	-36	1.1	4	-11	.	.	-11	-52	-2
Cc1ccc(C(=O)Nc2ccc(C(F)(F)F)n(C)c2=O)cc1	11	-227	-255	1.9	-19	-71	3	-28	28	-66	-5

Shown with values under each structure: entries from further up
Value order: KKLEB cytotox, Peg3 prom inh, HIF-2a inh, iPSC survival up, LMP1 NFkB inh, Shn3 inh set2, NR2E3 ag-1, MITF TRPM1 inh, TRAIL sens C8, NR2E3 ag-2, CF NFkB block
> Cc1nnc(NC(=O)C(C)Sc2nncn2C)s1 (stereo unspecified)
    -5, 7, 11, -2.4, 4, -5, -2, 6, 1, -30, 3
> Cn1c(SCc2nc(-c3ccc(Cl)cc3)no2)nnc1-c1ccco1
    -1, -1, -29, -0.2, 12, -8, 3, 12, 3, 0, -5
> CCCN(CCO)Cc1cccc(Br)c1
    0, 15, 6, -1.1, -6, 11, 1, 2, 4, -28, 1

(cont.)
SMILES	KKLEB cytotox	Peg3 prom inh	HIF-2a inh	iPSC survival up	LMP1 NFkB inh	Shn3 inh set2	NR2E3 ag-1	MITF TRPM1 inh	TRAIL sens C8	NR2E3 ag-2	CF NFkB block
CCNc1nc(NCC)nc(N(C)N)n1	3	5	5	-4.3	-3	7	0	-4	-5	2	-4
COc1ccc(SCCCn2c(=O)c3c(ncn3C)n(C)c2=O)cc1	-2	-2	-1	-0.1	-3	7	5	9	12	4	1
CC(NC(=O)C(c1ccccc1)c1ccccc1)c1ccccc1 (stereo unspecified)	6	13	19	-0.8	-8	3	-1	2	3	13	-11
O=c1ccc2cc(S(=O)(=O)N3CCN(c4cc(Cl)ccc4Cl)CC3)ccc2o1	0	9	10	2.9	-3	23	3	7	0	-42	9
CCOc1ccc(OCC)c(NC(=O)Cn2cccc2)c1	-6	12	-16	-0.3	-5	5	-1	-3	-3	-14	6
Cc1cccc(C)c1OCC(=O)N/N=C/c1ccncc1	-16	8	22	4.6	-10	-3	2	3	2	-20	15
CN(CC(=O)Nc1ccccc1Cl)C(=O)COC(=O)Cc1ccc(F)cc1	-3	-13	3	0.2	-1	12	3	2	4	-12	3
CN(C)N1C(N)=C(C#N)C(c2cccc([N+](=O)[O-])c2)C2=C1CC(C)(C)CC2=O (stereo unspecified)	10	9	18	-0.5	1	-8	.	1	-6	-10	-2
Cc1cc2[nH]c(=O)c3ccccc3n2n1	4	6	5	-1.8	1	10	-2	3	2	17	-10
O=C(CSCc1ccc(Cl)cc1)Nc1ccc2c(c1)OCO2	-6	-60	-32	-4.5	3	-13	1	0	5	-37	-12
CCC(C)(C)NC(=O)CN(Cc1ccc(OC)cc1)C(=O)CCC(=O)Nc1nccs1	3	-5	7	-0.4	-3	-7	3	6	-10	6	-8
O=C(N1CCC(n2nc(-c3ccccc3)oc2=O)CC1)C1(c2ccccc2)CC1	-4	8	2	-0.1	-1	-8	2	-5	-10	5	-8
Cc1c(C2N3CC4(C)CN2CC(C)(C3)C4=O)c2ccccc2n1C (stereo unspecified)	7	3	18	1.4	5	7	3	10	1	-3	12
Cc1n[nH]c(C)c1S(=O)(=O)N1CCN(S(=O)(=O)c2cccc(F)c2)CC1	-3	8	11	0.3	-9	-5	.	-5	6	0	6
COc1ccc2c(c1)[nH]c1c(=O)n(Cc3ccco3)cnc12	3	-118	-124	-2.7	-6	-31	4	-15	0	-29	-1
C/C(N)=C(/C#N)C(=O)CSc1nc2ccccc2c(=O)n1Cc1ccc(C)cc1	-4	16	-3	0.3	3	39	-6	14	-3	11	12
CC(C)c1ccc(/C=N/n2nnnc2Nc2ccccc2)cc1	-4	6	12	3.4	2	-3	0	-24	9	-24	18
Cc1c(C(=O)OCC(C)C)[nH]c2c1C(=O)CC(c1ccco1)C2 (stereo unspecified)	-24	-41	-61	-0.1	4	64	-2	7	22	40	51*
COc1ccccc1CNC(=O)c1ccccc1SCC(=O)NCc1ccco1	0	3	4	0.3	-3	3	.	12	-7	10	-24
CCOc1ccc(NC(=O)CCn2nc(C)c(S(=O)(=O)N3CCCCC3)c2C)cc1	10	6	2	0.6	1	-17	0	2	-20	20	-4

Structures listed above shown as hits in CF NFkB block:
| structure | Peg3 prom inh | HIF-2a inh | LMP1 NFkB inh | Shn3 inh set2 | NR2E3 ag-1 | MITF TRPM1 inh | NR2E3 ag-2 | CF NFkB block |
| --- | --- | --- | --- | --- | --- | --- | --- | --- |
| Cc1c(C(=O)OCC(C)C)[nH]c2c1C(=O)CC(c1ccco1)C2 (stereo unspecified) | -41 | -61 | 4 | 64 | -2 | 7 | 40 | 51* |

Quoted at random: two entries already listed.
SMILES	KKLEB cytotox	Peg3 prom inh	HIF-2a inh	iPSC survival up	LMP1 NFkB inh	Shn3 inh set2	NR2E3 ag-1	MITF TRPM1 inh	TRAIL sens C8	NR2E3 ag-2	CF NFkB block
O=c1ccc2cc(S(=O)(=O)N3CCN(c4cc(Cl)ccc4Cl)CC3)ccc2o1	0	9	10	2.9	-3	23	3	7	0	-42	9
O=C(NCc1ccc(Cl)c(Cl)c1)c1ccco1	3	4	1	0.3	4	-3	1	-10	14	-7	3

The list continues:
SMILES	KKLEB cytotox	Peg3 prom inh	HIF-2a inh	iPSC survival up	LMP1 NFkB inh	Shn3 inh set2	NR2E3 ag-1	MITF TRPM1 inh	TRAIL sens C8	NR2E3 ag-2	CF NFkB block
COCCN1Cc2cccc(C(=O)Nc3cccc(-c4nc5ccccc5[nH]4)c3)c2C1=O	-20	22	-138	-0.3	2	9	-3	-29	18	-19	57*
CSCCC(NC(=O)c1ccccc1Cl)C(=O)N1CCN(C(c2ccccc2)c2ccccc2)CC1 (stereo unspecified)	-21	0	-3	0.2	5	6	2	15	23	-36	2
Cc1cc(C(=O)NNC(=O)CCC2CCCCC2)c(C)o1	15	22	15	0.1	-1	18	-3	-10	-6	6	4
COc1ccccc1NC(=O)COC(=O)COc1cccc2c1OC(C)(C)C2	-2	-10	-2	-0.4	-3	8	0	2	-14	-16	-22
CCOc1c(Br)cc(C(=O)Nc2cccc(S(=O)(=O)N3CCOCC3)c2)cc1OC	0	18	24	-2.1	-1	11	.	.	-1	-16	33
CCc1sc(C(=O)N2CCc3ccccc32)cc1C	-20	-283	-252	-1.7	-42	-62	-1	-59	56*	-104	-20
Cc1ccc2c(c1)N(CC(=O)N1CCCCC1C)C(=O)CO2 (stereo unspecified)	0	1	8	0.3	-4	-2	0	9	8	-29	7
O=C1CCC(=O)N1c1ccc(NCCc2cccc(F)c2)c([N+](=O)[O-])c1	0	-9	12	1.8	4	-10	2	-9	-6	1	14
CC1(C)CC(=O)C2=C(C1)N(c1cccc(O)c1)C1=C(C2)C(=O)CC(C)(C)C1	-4	10	21	1.6	4	-4	1	-8	13	-2	-7
CC(C)C(=O)N1CCC(n2nccc2NC(=O)CCc2ccccc2)CC1	0	1	3	-0.5	5	0	2	2	3	-5	7
Nc1[nH]nc2ncc3cc4ccccc4nc3c12	-6	8	-38	-0.7	11	11	-1	-5	14	14	17
CN(C1=C(N2CCOCC2)C(=O)c2ccccc2C1=O)c1ccccc1	-28	20	26	-2.6	8	6	-10	52	15	-11	36
CN(C)c1ncnc2sc(-c3ccccc3)cc12	-15	-103	-95	0.3	6	-17	2	-24	-17	-17	-11
Nc1cc(C(F)(F)F)ccc1N1CCOCC1	-7	4	16	0.4	3	-4	1	-4	-32	-18	10
